mABHD4 FP: inhibitors of mouse ABHD4 | Q8VD66 | inhibition, % at 8.92 µM | purified mABHD4, FP-Rh probe fluorescence polarization | 0.54% of 370,000 active;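 active means inhibition exceeding the mean over every tested compound plus 3 SD, cut at about 30% in these data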;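 further: 0% = plate median of compound wells and 100% = S159A mutant with DMSO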
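System: mouse ABHD4 enzyme, wild type / Medium: HEPES pH 7.0, NaCl, Pluronic buffer / Reagent: FP-Rh activity-based fluorescent probe / Control set: S159A mutant high control, sample median low control / Detection: fluorescence polarization with parallel and perpendicular emission, 525/598 nm / Schedule: 45 min + 60 min at 25 °C / Compound dosing: 8.92 µM, single dose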
DDE Tn7 FP inh: disrupts Tn7 cyclic peptide binding to fibrin D-Dimer-E complex; P02675; FP displacement of FITC-Tn7 peptide from fibrin DD(E); 0% = median of compound wells per plate; inhibition, % at 8.3 µM; 0.13% of 370,000 active; AID 720508;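 active means inhibition above the mean of compounds falling within the control limits plus 3 SD of them, cut at about 14% in these data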;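 further: 0% = plate median of compound wells and 100% = 10 µM Aha-Tn7 peptide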
Target sequence (P02675 whole entry, looked up): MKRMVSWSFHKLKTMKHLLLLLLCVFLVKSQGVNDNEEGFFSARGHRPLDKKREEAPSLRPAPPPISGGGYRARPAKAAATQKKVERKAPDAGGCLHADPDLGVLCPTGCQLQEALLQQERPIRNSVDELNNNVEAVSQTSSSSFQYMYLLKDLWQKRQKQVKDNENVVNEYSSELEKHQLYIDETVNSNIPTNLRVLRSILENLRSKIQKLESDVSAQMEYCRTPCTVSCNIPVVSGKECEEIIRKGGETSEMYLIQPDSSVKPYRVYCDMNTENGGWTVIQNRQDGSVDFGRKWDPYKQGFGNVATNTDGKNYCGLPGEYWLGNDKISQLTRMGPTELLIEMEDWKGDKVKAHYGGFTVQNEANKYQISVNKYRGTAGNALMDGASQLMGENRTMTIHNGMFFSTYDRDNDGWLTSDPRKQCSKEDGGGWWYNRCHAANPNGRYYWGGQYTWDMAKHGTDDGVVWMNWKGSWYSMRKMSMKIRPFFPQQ
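Assay system: human fibrin DD(E). Input: DD(E) 2 µM final. Medium: Tris buffer with calcium and detergent, pH 7.8. Compound dosing: single point at 8.3 µM. Timing: 10 min plus 3 h, room temperature. Technique: fluorescence polarization of the labelled Tn7 tracer. Read-out: percent inhibition. Replicates: singlicate testing.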
LEDGF integ inh: blocks HIV-1 LEDGF/p75-dependent DNA integration; TR-FRET IN-LEDGF/p75 DNA integration, Eu/Cy5; inhibition, % at 3.7 µM; 0.64% of 370,000 active; AID 743269;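 active means inhibition above the screen-wide mean plus 3 SD, cut at about 13% in these data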;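 further: signal is the Cy5 over europium emission ratio at 671 and 618 nm; 0% = plate median of compound wells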
TCR CD3 inh: inhibitors of human TCR-CD3 interaction; TAMRA-labeled TCR probe fluorescence, biochemical; inhibition, % at 9.4 µM; 0.37% of 360,000 active; AID 651800; in the data active means inhibition above about 19%;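 further: recombinant mutant TCR 2C K166C tagged with TAMRA read by polarization; 0% = receptor in buffer alone and 100% = receptor with positive control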
SIAE primary: blocks human sialic acid acetylesterase; SIAE FP-Rh probe binding, fluorescence polarization; 0.69% of 370,000 active; inhibition, % at 9.66 µM; Q9HAT2; AID 1053197;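 active means inhibition above a cutoff: mean of compounds within the control limits plus 3 SD of those, cut at about 17% in these data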;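 further: 0% = plate median of compound wells and 100% = probe without SIAE protein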
PG9 Ab binder: binds the HIV-1 gp120 antibody PG9 | TR-FRET gp120-PG9 antibody binding | inhibition, % at 6.7 µM | 0.43% of 360,000 active | AID 624416; in the data active means inhibition above about 8.5%
TDP2 inh: TDP2 (human) inhibition, absorbance primary screen; recombinant TDP2, T5PNP hydrolysis, p-nitrophenol absorbance 415 nm; inhibition, % at 12.8 µM; 0.34% of 370,000 active; AID 720702;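 active means inhibition above the mean of all tested compounds plus 3 SD, set per campaign, cut at about 25% in these data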;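 further: 0% = DMSO with enzyme and 100% = buffer with substrate but no TDP2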
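Evaluation: % inhibition relative to enzyme-containing and enzyme-free wells. Material: recombinant human TDP2. Benchmarks: enzyme-free and DMSO wells. Timing: enzyme reaction with compound for 2 h at 37 °C. Compound dosing: 12.8 µM only. Measured by: p-Nitrophenol epi absorbance. Reagent: T5PNP substrate at 5 mM, a TopII-DNA adduct mimic. Replication: single well per compound.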
UHRF1 binding: human UHRF1 methylated DNA binding inhibitors; Q96T88; UHRF1 binding to methylated oligo, TR-FRET; inhibition, % at 4.4 µM; 0.75% of 370,000 active; in the data active means inhibition above about 21%;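 further: UHRF1 SRA domain binding a hemimethylated CpG hairpin DNA probe; 0% = median of test compound wells and 100% = reference inhibitor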
HTRA1 inhibitor: inhibitors of human serine peptidase HTRA1; recombinant HTRA1, FP-rhodamine activity-based probe, fluorescence polarization; inhibition, % at 5.96 µM; 0.5% of 340,000 active; AID 504803; in the data active means inhibition above about 36%;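 further: 0% = enzyme with DMSO and 100% = wells lacking enzyme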
Target sequence (Q92743 whole entry, looked up): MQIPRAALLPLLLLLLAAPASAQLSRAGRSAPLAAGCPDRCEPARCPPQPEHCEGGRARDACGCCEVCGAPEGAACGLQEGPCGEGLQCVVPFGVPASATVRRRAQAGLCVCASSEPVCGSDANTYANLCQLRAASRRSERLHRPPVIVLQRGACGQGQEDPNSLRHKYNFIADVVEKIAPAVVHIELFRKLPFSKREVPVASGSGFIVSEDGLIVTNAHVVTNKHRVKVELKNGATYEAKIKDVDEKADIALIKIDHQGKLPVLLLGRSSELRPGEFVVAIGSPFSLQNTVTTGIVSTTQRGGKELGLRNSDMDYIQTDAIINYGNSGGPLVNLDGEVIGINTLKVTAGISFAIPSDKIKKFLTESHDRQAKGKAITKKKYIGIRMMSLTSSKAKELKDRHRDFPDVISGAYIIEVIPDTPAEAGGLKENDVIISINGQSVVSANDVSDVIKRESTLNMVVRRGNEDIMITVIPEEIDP
PRMT1 inh: blocks human protein arginine methyltransferase 1 | Q99873 | recombinant PRMT1, activity-based probe fluorescence polarization | inhibition, % at 2.79 µM | 1.3% of 370,000 active;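 active means inhibition above about 21% made by adding two undisclosed values, limit read from the data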
* = called active by the depositor; x = no result given.

SMILES	mABHD4 FP	DDE Tn7 FP inh	LEDGF integ inh	TCR CD3 inh	SIAE primary	PG9 Ab binder	TDP2 inh	UHRF1 binding	HTRA1 inhibitor	PRMT1 inh
CCOC(=O)C(Cc1c(F)cccc1Cl)c1ccno1 (centres undefined)	1	-1	-5	-5	4	1.8	-7	7	-8	2
CCCCOC(=O)C1=C(C)Nc2ncnn2C1c1cc(OC)ccc1OC (centres undefined)	-2	-1	0	1	-2	-1.5	-5	1	-5	-1
CCOC(=O)C1CCN(c2nc3c(C)cccn3c(=O)c2/C=C(\C#N)S(=O)(=O)c2ccccc2)CC1	-13	3	0	4	-12	0.3	12	-2	-27	-2
COc1ccc(-c2noc(CCC(=O)N3CCN(c4ccccc4Cl)CC3)n2)cc1	-15	1	0	1	-2	-1.9	-11	1	-20	-2
C=CCn1cccc(/C=C/C(=O)c2ccc(C(C)(C)C)cc2)c1=S	1	-3	-3	0	-9	0.6	-14	4	-29	27*
COc1ccccc1CNC(=O)N(CCc1c(C)[nH]c2ccccc12)Cc1cccs1	-7	0	-3	x	4	x	4	3	x	0
Cc1cc(S(=O)(=O)N2CCN(Cc3ccc4c(c3)OCO4)CC2)cc(C)c1N1CCCC1=O	0	-4	2	-1	6	-0.3	-5	0	4	-6
O=c1[nH][nH]c2c1[C@H](c1ccc(Cl)cc1)O[C@H](C1CC1)C2	2	7	-3	-7	4	-2.0	-9	-3	x	4
COC(=O)c1ccc(C23CC4(C2)[C@H](CN(CC2CCCCC2)[C@@H]4c2ccccc2)C3c2ccccc2)cc1 (some centres undefined)	2	-2	1	-3	4	1.8	2	0	-33	-3
CC(C)COc1cccc(C(=O)N2CCN(C(=O)c3ccco3)CC2)c1	2	-1	1	-2	-5	1.5	12	0	-4	3
CC(C)(C)S(=O)N1Cc2cc(C(=O)N3CCc4ccccc4C3)nc(-c3cccc(-c4cccnc4)c3)c2[C@@H]1CCO (some centres undefined)	14	-5	-3	12	0	0.5	7	-8	x	10
CN(C)c1ccc(CNS(=O)(=O)c2ccc3c(c2)NC(=O)CS3)cc1	8	-5	0	4	5	-1.8	-5	-1	1	5
O=C(NCC1CCOCC1)C1CCC(=O)N(Cc2cccc(C(F)(F)F)c2)C1 (centres undefined)	-2	0	2	3	-5	-1.1	0	-3	0	-1
O=S(=O)(O)c1cnccc1Nc1cccc(C(F)(F)F)c1	6	2	2	10	1	-1.1	17	2	3	2
O=S(=O)(c1ccc(N2CCN(CCO)CC2)nc1)N1CCCCC1	-1	2	-1	5	4	-2.5	-6	-3	13	-2
COc1ccc(OC)c(CN2CCN(C(=O)CNC(=O)c3ccccc3F)CC2)c1	-26	2	-5	4	-1	-1.4	-5	0	0	-1
Nc1n[nH]c(N)c1N=Nc1ccc2c(c1)OCO2	0	3	-8	-7	0	-11	-22	-8	21	11
COc1cc(NC(=O)c2cc(-c3cccnc3)nc3ccc(Br)cc23)cc(OC)c1	-1	5	5	2	-3	3.2	1	-2	-2	-6
COc1ccccc1C(=O)NCC(=O)OCC(=O)c1ccc(Cl)s1	-2	-6	1	9	-4	0.5	0	-2	-1	-1
Cc1oc2c(CN3CCCC3)c(O)ccc2c(=O)c1-c1ccc(Br)cc1	7	-2	-1	-2	-3	-0.2	-4	-1	-5	0
COc1ccc(-c2nnc(SCC(=O)N3CCOCC3)n2C)cc1OC	-6	1	5	-6	-5	0.7	-7	6	-5	4
NC(=S)Cc1ccc(Cl)cc1Cl	4	-1	-3	-5	-3	-0.6	6	3	3	-4
COc1ccc(S(=O)(=O)N2CCC(C(=O)N3CCc4ccccc4C3)CC2)cc1C	-8	-1	4	3	2	0.7	-12	-4	-21	-6
CS(=O)c1ccccc1-c1nc(-c2cccc(Cl)c2)no1 (centres undefined)	-8	1	4	-4	8	0.4	5	-2	-6	-5
COc1cccc(C(=O)NC(=S)Nc2nnn(C)n2)c1	-4	0	3	9	-11	0.2	-3	-2	0	-6

Two entries from above in a different format:
Results follow in this order: mABHD4 FP	DDE Tn7 FP inh	LEDGF integ inh	TCR CD3 inh	SIAE primary	PG9 Ab binder	TDP2 inh	UHRF1 binding	HTRA1 inhibitor	PRMT1 inh
- COC(=O)c1ccc(C23CC4(C2)[C@H](CN(CC2CCCCC2)[C@@H]4c2ccccc2)C3c2ccccc2)cc1 (some centres undefined)
→ 2	-2	1	-3	4	1.8	2	0	-33	-3
- O=C(NCC1CCOCC1)C1CCC(=O)N(Cc2cccc(C(F)(F)F)c2)C1 (centres undefined)
→ -2	0	2	3	-5	-1.1	0	-3	0	-1

(next part)
SMILES	mABHD4 FP	DDE Tn7 FP inh	LEDGF integ inh	TCR CD3 inh	SIAE primary	PG9 Ab binder	TDP2 inh	UHRF1 binding	HTRA1 inhibitor	PRMT1 inh
Cc1ccc(CNC(=O)CNC(=S)N(Cc2ccccc2)Cc2ccccc2F)cc1	12	1	7	8	-5	2.2	-12	0	-55	2
COCCNC(=S)Nc1ccc(N2CCOCC2)c(S(=O)(=O)Nc2ccc(Cl)cc2)c1	3	-4	4	-1	-3	2.4	-8	1	-8	10
CN(CCOC(=O)c1ccco1)Cc1ccccc1	3	-10	3	6	6	0.0	-1	0	-1	-1
COc1ccc(CC(=O)Nc2nnc(CC(C)C)s2)cc1S(=O)(=O)N1CCOCC1	4	-2	0	1	12	-0.8	20	-1	-4	0
COC(=O)C(NC(=O)c1ccccc1)(Nc1nccs1)C(F)(F)F (centres undefined)	1	2	0	-4	-2	0.2	-1	-1	-8	2
CSc1ccccc1C(=O)NCCS(=O)(=O)N1CCN(c2ccc(F)cc2)CC1	1	1	2	7	-5	-3.8	-9	-1	1	4
Cc1nc2cc(NC(=O)COc3ccc(C#N)cc3)ccc2n1-c1ccccc1	-16	-7	4	-4	-1	-1.0	-7	6	-6	-1
Cc1ccc(-n2cnc3c(=O)[nH]cnc32)cc1	2	1	-4	1	-4	-0.6	2	2	2	4
CCOC(=O)N1CCN(Cc2nc3cc(NC(=O)c4ccco4)ccc3n2CC)CC1	-15	1	-7	-11	-4	-0.6	-4	1	-2	1
CN(C)S(=O)(=O)c1cccc(NC(=O)c2ccc(S(=O)(=O)N3CCCCC3)cc2)c1	-1	-7	4	7	-19	-1.5	2	-2	-5	0
CCCCc1c(-c2ccccc2OC)ncn1Cc1cccc(F)c1F	-1	7	-2	0	0	-0.3	2	-1	x	-1
Cc1ccc(CN2CC(N3CCC(Cc4ccccc4)CC3)CS2(=O)=O)cc1 (centres undefined)	5	2	-2	-7	-4	-0.6	3	1	x	2
Cc1ccc(CC(=O)NNC(=O)c2cccs2)cc1C	-2	3	2	1	-1	-1.1	-10	5	3	-4
Cc1ccc(-c2ccccc2C2=CC(=O)CC(C)(C)C2=O)cc1	-11	-7	1	5	-4	0.1	-5	2	-9	4
Cc1ccc(C2NC(=S)NC3=C2N2CCC3CC2)cc1 (centres undefined)	-4	0	-1	-3	6	-0.4	11	5	4	1
CC(=O)N1CCN(Cc2nc3cc(NC(=O)c4ccc(Cl)cc4)ccc3n2C)CC1	-3	2	-7	-2	-6	0.9	-1	1	-7	-3
CN(C)C(=S)NC(=S)Nc1ccc2ccccc2c1	16	3	16*	1	-5	-1.7	0	0	-21	11
COCCN1C(=O)CCC1(C)C(=O)Nc1ccc2ccccc2c1 (centres undefined)	3	-3	-1	-4	-7	-0.1	5	-1	x	1
CC(Oc1ccccc1)C(=O)Nc1cc(Cl)ccc1-n1cncn1 (centres undefined)	-3	-4	0	0	-1	0.0	10	0	-3	-1
CC(=O)Nc1cccc(OCC(=O)Nc2ccc(F)cc2)c1	6	4	1	-7	8	1.7	3	0	0	2
C=CCN1C=CC(=C/C=C(/C#N)C(=O)OCC)C=C1	-8	-52	-2	4	3	-23	0	-73	0	-59
COc1ccccc1NS(=O)(=O)c1ccc2c(c1)CCN2C(=O)CCC(=O)O	-4	5	-1	-1	2	-2.2	-8	-1	0	0
C/C=C/n1ccnc1CC(O)(c1ccccc1)c1ccc(C)cc1 (centres undefined)	0	2	-1	1	0	1.6	-11	0	-7	-1
CN1CCN(C(=O)c2cnn(-c3ccccc3)c2NC(=O)c2ccccc2Br)CC1	-5	-2	3	-6	-1	0.5	-5	2	5	-4
O=C(Nc1cccc2ccccc12)c1ccccc1NS(=O)(=O)c1cccc2cccnc12	6	5	-2	0	0	-0.6	1	0	8	-2

Other results follow:
SMILES	mABHD4 FP	DDE Tn7 FP inh	LEDGF integ inh	TCR CD3 inh	SIAE primary	PG9 Ab binder	TDP2 inh	UHRF1 binding	HTRA1 inhibitor	PRMT1 inh
CC(c1ccccc1)n1c(NCCCn2ccnc2)nc2c1c(=O)[nH]c(=O)n2C (centres undefined)	2	4	0	6	1	-0.4	-11	-2	x	1
COc1cc(NC(=O)CCn2c(=S)[nH]c3ccccc3c2=O)cc(OC)c1OC	0	4	2	0	5	81*	4	1	7	-1
Cc1ccc(S(=O)(=O)C[C@@H]2OC[C@H](C)N2S(=O)(=O)c2ccc(C)cc2)cc1	-9	-5	-5	-2	-5	0.0	-16	4	x	-3
CC(C)CC(=O)NC1(C(F)(F)F)C(=O)Nc2c1c(=O)[nH]c(=O)n2Cc1ccco1 (centres undefined)	-5	0	3	2	-2	1.3	10	7	-2	2
Cc1nc(NC(=O)CSc2nccn2C)sc1C(=O)N(C)C	1	-8	2	3	9	-2.1	0	1	0	-2
N#CCSc1nnc2sc3ccccc3n12	8	-8	-3	-6	0	0.1	-6	0	9	2
O=C(CCN=C1NS(=O)(=O)c2ccccc21)OCc1nnc(-c2ccc([N+](=O)[O-])cc2)o1	-4	0	-1	3	-10	0.5	-1	-4	5	0
COC(=O)c1cc(NC(=O)CN(c2cccc(OC)c2)S(=O)(=O)c2ccccc2)ccc1Cl	-80	2	2	-5	-91	-0.6	10	4	-92	2
N/C(=N\OS(=O)(=O)c1ccccc1)c1ccccn1	3	-4	-3	-1	5	0.0	5	-3	0	2
O=C(O)CC(SCC(=O)Nc1ccc(S(=O)(=O)N2CCCC2)cc1)C(=O)O (centres undefined)	2	4	0	0	-4	-1.2	2	-3	0	45*
O=S(=O)(Nc1c(S(=O)(=O)c2ccccc2)c2nc3ccccc3nc2n1C1CCCCC1)c1ccccc1	11	-3	33*	-1	6	4.7	89*	8	13	0
OCCNc1ccc(Cl)cc1	5	-7	-1	4	4	-1.0	1	-1	-4	-1
O=C(Nc1c2c(nn1-c1ccc(F)cc1)CS(=O)(=O)C2)C1CCCC1	-5	2	2	3	3	-1.8	-5	3	0	-4
COCCn1nnnc1CN1CCC(C)CC1	1	-2	4	-1	3	0.1	3	-2	-4	-4

High-throughput results from PubChem.
